Screens deposited in PubChem BioAssay by The Scripps Research Institute Molecular Screening Center.
CHRM1 antagonist = human M1 muscarinic receptor antagonists, primary screen, CHO-K1 cells, Fluo-8 calcium fluorescence, 1536-well. Muscarinic acetylcholine receptor M1 (Homo sapiens), P11229. 360,000 tested, 1.3% active. inhibition, % at 3 µM. CHO-K1 hM1, ACh EC80 antagonist;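 active = percent inhibition above its own plate's cutoff, namely the mean of that plate's compound wells plus 3 SD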;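 also: peak over basal fluorescence ratio during 140 s after agonist addition; 0% = ACh EC80 plus DMSO and 100% = DMSO alone without agonist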
Target sequence (P11229 whole entry, looked up): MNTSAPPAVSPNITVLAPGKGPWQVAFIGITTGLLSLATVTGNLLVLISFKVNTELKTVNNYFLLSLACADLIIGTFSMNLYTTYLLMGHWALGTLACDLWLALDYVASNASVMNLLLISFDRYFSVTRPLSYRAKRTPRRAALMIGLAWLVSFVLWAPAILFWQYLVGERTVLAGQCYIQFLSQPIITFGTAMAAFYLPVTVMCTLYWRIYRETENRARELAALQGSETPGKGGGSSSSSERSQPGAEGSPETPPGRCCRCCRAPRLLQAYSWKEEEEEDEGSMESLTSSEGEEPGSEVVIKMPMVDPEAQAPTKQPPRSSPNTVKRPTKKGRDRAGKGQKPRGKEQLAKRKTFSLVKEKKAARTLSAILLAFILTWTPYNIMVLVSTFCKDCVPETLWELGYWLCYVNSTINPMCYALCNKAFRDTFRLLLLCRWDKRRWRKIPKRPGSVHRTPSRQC
M1 ag parental = counter-screen for M1 agonists: effect in parental CHO-K1 cells; activation, % at 3 µM; 360,000 tested, 0.48% active; Fluo-8 calcium fluorescence; scaled to maximal ATP response, vehicle zero; in the data active = activation above about 15%;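 also: untransfected CHO-K1 host cells lacking M1 receptor as counterscreen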
M1 PAM parental = nonselective calcium activators in parental CHO-K1 cells, primary screen, counter-screen for M1 PAM project, cell-based, Fluo-8 calcium fluorescence, full deck, 1536-well; ATP EC20; 0% at ATP EC20, 100% at ATP max; activation, % at 3 µM; 360,000 tested, 0.02% active; AID 602247, 2012;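 active = activation above the run cutoff, the mean activation of all test compounds plus 3 SD, cut at about 40% in these data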;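 also: peak over basal fluorescence ratio in a 140 s read after ATP addition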
TAAR1 antag = human TAAR1 antagonists, primary screen, Fluo-8 calcium fluorescence, CHO RD-HGA16 cells; Trace amine-associated receptor 1 (Homo sapiens), Q96RJ0; antagonist; inhibition, % at 3 µM; 360,000 tested, 1.5% active; AID 624466, 2012;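 active = inhibition above a per-plate cutoff, the mean inhibition of test compounds on that plate plus 3 SD, cut at about 49% in these data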;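 also: 0% = DMSO plus EC80 beta-PEA response and 100% = DMSO alone without agonist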
Target sequence (Q96RJ0 whole entry, looked up): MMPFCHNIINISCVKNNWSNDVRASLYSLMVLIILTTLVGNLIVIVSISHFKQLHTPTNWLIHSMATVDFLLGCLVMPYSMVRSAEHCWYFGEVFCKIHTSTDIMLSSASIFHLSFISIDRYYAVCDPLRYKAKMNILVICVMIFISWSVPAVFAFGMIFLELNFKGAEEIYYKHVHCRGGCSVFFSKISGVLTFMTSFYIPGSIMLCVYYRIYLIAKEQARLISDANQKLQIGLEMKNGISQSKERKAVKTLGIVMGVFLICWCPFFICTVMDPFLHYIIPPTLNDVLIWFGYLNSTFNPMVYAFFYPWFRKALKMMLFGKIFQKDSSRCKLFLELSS
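Material: RD-HGA16 CHO cells with stable hTAAR1 and Gα16; Dosing: single nominal final test compound concentration of 3 µM; Schedule: seeding 17-24 h prior, 75-min 37 °C, 30-min RT dye loading; Detection: kinetic Fluo-8 calcium fluorescence measurement; Measure: % inhibition from peak post-agonist over basal fluorescence ratio; Benchmarks: vehicle and agonist controls.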
M1 ag = human M1 muscarinic receptor agonists, primary screen, Fluo-8 calcium fluorescence, CHO-K1 cells, HTS. Muscarinic acetylcholine receptor M1 (Homo sapiens), P11229. CHO-K1 hM1, agonist mode; 0% DMSO, 100% acetylcholine EC100. activation, % at 3 µM. 360,000 tested, 0.33% active. AID 588814, 2011;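 active = activation above the run's mean compound activation plus 3 SD, cut at about 16% in these data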;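 also: peak over basal fluorescence ratio within a 140 s kinetic read after compound addition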
TAAR1 agonist = human TAAR1 agonists, primary screen, Fluo-8 calcium fluorescence, CHO RD-HGA16 cells. Trace amine-associated receptor 1 (Homo sapiens), Q96RJ0. vehicle wells 0%, saturating PEA agonist 100%. activation, % at 3 µM. 360,000 tested, 0.99% active. AID 624467, 2012;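 active = activation above the mean activation of all test compounds in the run plus 3 SD, cut at about 38% in these data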
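System: CHO-derived RD-HGA16 cells with stable Gα16 and human TAAR1. Times: 17-24 h plating, Fluo-8 75 min 37 °C, 30 min RT. Measured by: calcium-sensitive Fluo-8 signal, excitation 470-495, emission 515-575 nm. Read-out basis: % activation relative to PEA EC100 response. Control set: DMSO and PEA EC100. Repeats: no replicates (n 1).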
M1 PAM = human M1 muscarinic receptor positive allosteric modulators, primary screen, CHO-K1 cells, Fluo-8 calcium fluorescence, 1536-well. 360,000 tested, 0.088% active. activation, % at 3 µM. CHO-K1 hM1, ACh EC20; 0% = ACh EC20, 100% = maximal ACh; in the data active = activation above about 19%, passing the limit was not always enough
CHO parental Ca = ATP-evoked calcium signal inhibitors, parental CHO, primary screen, counter-screen for OX1R antagonist project, cell-based, fluorescence, Fluo-8 calcium dye; parental CHO-K1, ATP-induced calcium, Fluo-8 fluorescence; inhibition, % at 5.6 µM; 330,000 tested, 0.63% active; AID 463079, 2010;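 active = inhibition above that plate's mean sample inhibition plus 3 SD, cut at about 26% in these data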;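 also: 0% = ATP-challenged DMSO wells and 100% = DMSO wells without ATP; some compounds past the cut are filed as inactive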
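material = parental CHO cells | also added = ATP as calcium-mobilizing challenge | dosing = single point at 5.6 µM | detection = intracellular calcium via Fluo-8 no-wash fluorescent dye | read-out = % inhibition | benchmarks = low control ATP plus DMSO, high control DMSO only | repeats = one well per compound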
CHO-K1 Ca antag = M1 antagonist counterscreen hit in parental CHO-K1 cells; ATP-induced calcium, Fluo-8 fluorescence; inhibition, % at 3 µM; 360,000 tested, 0.6% active;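 active = inhibition above a per-plate cutoff, the plate's mean sample inhibition plus 3 SD, cut at about 24% in these data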;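 also: 0% = DMSO plus EC80 ATP and 100% = DMSO alone without ATP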
* marks the source's active call; other numbers are inactive results; nt = not tested or not shown.

Each structure is followed by: CHRM1 antagonist | M1 ag parental | M1 PAM parental | TAAR1 antag | M1 ag | TAAR1 agonist | M1 PAM | CHO parental Ca | CHO-K1 Ca antag
- Cc1nc(-c2ccccc2)nc2n[nH]c(N)c12
  -14 | 0.4 | -2 | -1 | -2 | 0 | 17 | -9 | -11
- CC(C)(C)n1ncc2c(=O)n(Cc3ccc(Cl)cc3)cnc21
  12 | 4.3 | 11 | 18 | -3 | 11 | -6 | 13 | -13
- CSc1cccc(NC(=O)CCCn2c(=O)c3cccn3c3cccnc32)c1
  16 | 3.8 | 5 | 22 | -1 | 5 | -10 | -10 | 12
- O=C(NC12CC3CC(CC(C3)C1)C2)c1cncc(Br)c1
  2 | -0.8 | 9 | -20 | -9 | 0 | 3 | 2 | -2
- COc1ccc(C(=O)c2ccccc2)cc1CN1CCOCC1
  -7 | 1.1 | 8 | 2 | -4 | 4 | 4 | nt | 4
- O=C(c1ccccc1)N1CCCN(c2nccc(C(F)(F)F)n2)CC1
  -6 | 1.5 | 17 | -9 | 0 | 2 | 1 | -15 | -11
- Cc1ccc(S(=O)(=O)NCC2CCC(C(=O)NCc3cccnc3)CC2)cc1 (stereo not drawn)
  -5 | 0.5 | -6 | 10 | -7 | 4 | 4 | 13 | -4
- CCCC(=O)Nc1ccccc1NC(=O)CN(C)S(=O)(=O)c1ccccc1
  -32 | 3.6 | 25 | 3 | -1 | 3 | 2 | -18 | -6
- CC(=O)Nc1ccc(S(=O)(=O)Nc2nc(-c3ccc(C(C)(C)C)cc3)cs2)cc1
  -1 | 0.3 | 24 | -7 | -10 | 2 | 7 | -3 | -2
- CC(=O)c1cn(Cc2ccccc2)c(=O)n(Cc2ccc(F)cc2)c1=O
  -5 | 0.8 | 5 | 14 | -7 | 9 | 1 | -16 | 6
- Cc1cc(NC(=S)NC(=O)C2CC2)ccc1Br
  16 | 0.1 | 7 | -18 | -6 | 2 | -12 | -9 | -7
- CCCc1ccc(C(=O)[C@@H]2[C@@H](C(C)=O)N3c4ccc(F)cc4C=C[C@@H]3[C@@]23C(=O)Nc2ccccc23)cc1
  -6 | -0.1 | 11 | -41 | -4 | 16 | -1 | -15 | -19
- Cc1nn(-c2cccc(Cl)c2)c(Cl)c1/C=N/NC(=O)c1cccs1
  0 | -0.2 | 6 | 5 | -6 | -2 | 3 | -13 | -6
- Nc1ccc(N2N=C(N3CCCC3)CC2=O)cc1
  -3 | 4.6 | 2 | -22 | 0 | 0 | 4 | nt | 8
- CCOc1ccc(Cn2nnc(C(=O)Nc3cc(OC)cc(OC)c3)c2N)cc1
  -6 | 2.9 | 21 | 14 | 4 | 6 | 2 | -3 | -2
- C=CCOc1ccc(/C=N/NC(=O)CC(=O)NC2CCCCC2)cc1
  -7 | 0.7 | 6 | -14 | -3 | 0 | 13 | -4 | -10
- O=C(Nc1nccs1)c1ccc(-c2ccc(F)c(Cl)c2)o1
  -14 | 1.4 | -11 | 12 | -5 | 0 | 3 | -17 | 5
- COc1ccc(OC)c(NC(=O)CSCC(=O)O)c1
  11 | 0.5 | 8 | 6 | -2 | 11 | 0 | -6 | -3
- Cc1ccn2cc(C(=O)Nc3cccc(C(=O)NC4CC4)c3)nc2c1
  -15 | 1.1 | -25 | -4 | 2 | 3 | 12 | nt | 8
- Cc1cc(NC(=O)Cc2cccs2)no1
  -15 | 0.7 | 14 | 12 | 0 | 3 | 14 | 1 | -12
- CS(=O)(=O)c1ccc2nc(NC(=O)Nc3cccc(Cl)c3)sc2c1
  33* | 16* | -9 | 24 | 6 | 20 | -14 | 33* | 12
- O=C(CSCc1ccccc1)Nc1ccc(S(=O)(=O)N2CCOCC2)cc1
  1 | 0.5 | -8 | -2 | -2 | 9 | 0 | 3 | 10
- CCOC(=O)Cn1nc(C)n(-c2ccc(F)cc2)c1=O
  -2 | 2.6 | -6 | -2 | -4 | 0 | 2 | -1 | -2
- CCO[C@H]1OC(C(=O)N2CCOCC2)=C[C@@H](c2ccc3c(c2)OCO3)[C@@H]1CCCO
  9 | -0.4 | -10 | 3 | 3 | 6 | -3 | 2 | -13
- Cc1cccc(NC(=O)c2cc(NC(=O)C3CCCCC3C(=O)O)ccc2N2CCOCC2)c1 (stereo not drawn)
  -19 | 0.3 | 3 | -29 | -2 | 3 | 14 | -23 | 6
- Cc1ccc(C(OC(=O)c2ccco2)C(=O)NC(C)(C)C)cc1 (stereo not drawn)
  -29 | 1.0 | 14 | -15 | 2 | 5 | 16 | -18 | -9
- O=C(Nc1ccc2c(c1)OCCO2)c1cc(-n2cnnc2)ccc1Cl
  -6 | -0.1 | 11 | 0 | -7 | 3 | -1 | 12 | -6
- CCOc1cc(C(=O)OCc2cc(=O)n3c(C)csc3n2)ccc1OC
  -2 | 0.3 | 6 | -4 | -3 | 10 | 4 | -21 | -4
- O=C(CSc1ncn[nH]1)Nc1ccccc1Sc1ccc(Cl)cc1
  -8 | 1.1 | 15 | 24 | -1 | 5 | 4 | -24 | -14
- COc1cc(NC(=O)CCNC(=O)Cn2ccc3ccccc3c2=O)cc(OC)c1OC
  -12 | 1.0 | 10 | nt | -3 | nt | 9 | 0 | -12

Looked up by structure from the entries so far (2):
Each structure is followed by: CHRM1 antagonist | M1 ag parental | M1 PAM parental | TAAR1 antag | M1 ag | TAAR1 agonist | M1 PAM | CHO parental Ca | CHO-K1 Ca antag
- CC(=O)c1cn(Cc2ccccc2)c(=O)n(Cc2ccc(F)cc2)c1=O
  -5 | 0.8 | 5 | 14 | -7 | 9 | 1 | -16 | 6
- O=C(Nc1nccs1)c1ccc(-c2ccc(F)c(Cl)c2)o1
  -14 | 1.4 | -11 | 12 | -5 | 0 | 3 | -17 | 5

Further records
Each structure is followed by: CHRM1 antagonist | M1 ag parental | M1 PAM parental | TAAR1 antag | M1 ag | TAAR1 agonist | M1 PAM | CHO parental Ca | CHO-K1 Ca antag
- CC(C)(C)OC(=O)COc1cc(OCC(=O)OC(C)(C)C)c2c(=O)cc(-c3ccccc3)oc2c1
  -9 | 1.7 | -9 | 30 | -1 | 4 | -9 | 13 | -17
- Cc1ccccc1C1c2[nH]c3ccccc3c2C[C@H]2C(=O)N(C3CC3)CC(=O)N12 (stereo partly drawn)
  12 | 1.6 | 2 | 2 | -11 | 7 | -9 | -11 | 4
- CC(C)(C)NC(=O)c1ccccc1NC(=O)C1CC(=O)N(C2CCCCC2)C1 (stereo not drawn)
  -10 | 0.2 | 16 | -3 | -4 | 0 | 8 | -18 | -10
- Cn1c(=O)c2c(nc(NCc3ccco3)n2C)n(C)c1=O
  -9 | 0.3 | -3 | -13 | -6 | 8 | 3 | -13 | 6
- O=C(COC(=O)c1cc(F)c(F)cc1Cl)NC1CCCCCC1
  -14 | 0.0 | 6 | -1 | -5 | 0 | 7 | nt | -8
- O=C1NC(C(=O)O)=CC(c2cccc(Cl)c2Cl)N1 (stereo not drawn)
  -13 | 0.3 | 6 | 0 | -1 | 12 | 14 | -8 | -8
- CCN(C(=O)CSc1nnc(-c2ccccc2Cl)n1C1CCCC1)C1CCS(=O)(=O)C1 (stereo not drawn)
  -9 | 0.1 | 2 | -2 | -3 | 13 | 7 | -14 | 6
- Cc1ccccc1C(=O)NNS(=O)(=O)c1ccc(F)cc1
  -16 | 0.0 | -5 | -2 | -1 | 1 | 14 | nt | 24*
- Cc1cccc(NC(=O)CSc2nccn2Cc2ccco2)c1C
  -3 | 0.4 | -15 | -13 | 4 | 0 | 20 | -23 | -6
- COc1ccc(CCC(=O)NCCOc2ccc(Cl)cc2)cc1
  0 | 1.9 | 6 | -7 | -4 | -2 | 2 | -21 | -7
- CC1CN(C(NC(=O)C(C)(C)C)C(Cl)(Cl)Cl)CC(C)O1 (stereo not drawn)
  -19 | -0.5 | -2 | 19 | -2 | 65* | 1 | -6 | -2
- CC(C)c1nc(SCC(=O)N2CCCCC2)c2c(=O)n(C)c(=O)n(C)c2n1
  -6 | 3.8 | 4 | -1 | -3 | 8 | -2 | nt | 16
- CC(=O)c1ccc(NC(=O)COc2ccccc2C(=O)Nc2ccccc2)cc1
  19 | 14 | -7 | 73* | 1 | 12 | -8 | -4 | 0
- O=[n+]1c2c(n([O-])c3cc(F)c(N4CCCC4)cc31)CCC2
  -6 | 7.5 | 13 | 4 | -1 | 16 | 10 | 3 | 0
- COc1ccc(NC(=O)C2CCCN(c3cc(C)nc4ncnn34)C2)cc1 (stereo not drawn)
  0 | 0.2 | 1 | 20 | -5 | 0 | 6 | 15 | -9
- CCCN(CCC)CCCNC(=O)c1cn(CCOC)c(=O)c2c1c1ccccc1n2C
  -3 | -0.2 | 17 | -3 | -9 | 12 | 1 | -17 | -7
- O=C(Nc1cccc(C(F)(F)F)c1)c1csc(-c2ccncc2)n1
  -2 | -0.1 | 13 | 16 | 3 | -1 | 15 | -23 | 18
- COCCn1c(SCC(=O)NC2CC2)nc2ccccc21
  10 | -0.2 | -6 | 8 | -4 | 16 | -5 | -5 | -15
- C=CCc1cc(/C=C/c2nc(O)c([N+](=O)[O-])c(=O)[nH]2)cc(OC)c1O
  -5 | -0.5 | 17 | -10 | -8 | 7 | 4 | 7 | -10
- Cn1c(N)c(C(=O)COC(=O)C2Cc3ccccc3CN2S(C)(=O)=O)c(=O)n(C)c1=O (stereo not drawn)
  -14 | 1.1 | 12 | -8 | -2 | 2 | 6 | nt | -8
- O=C(NC(=S)Nc1c(F)cc(F)cc1Br)c1ccc2c(c1)OCCO2
  -11 | 1.2 | 4 | -19 | -3 | -1 | 3 | 1 | -22
- Cc1cccc(NC(=O)COC(=O)CCCC2=NS(=O)(=O)c3ccccc3N2)c1
  -10 | 0.8 | 19 | 17 | -5 | 3 | 4 | -4 | -16
- CC1(C)CC(=O)C(N=Nc2ccc(Cl)cc2)=C(O)C1
  -13 | 0.7 | 14 | -7 | 0 | 3 | 12 | 0 | -11
- CCOc1cccc2cc(C(=O)N3CCN(C/C=C/c4ccccc4)CC3)c(=O)oc12
  9 | 1.6 | 4 | 9 | -5 | 1 | 3 | -22 | 2
- COc1cc(C(=O)OCC(=O)Nc2c(F)c(F)c(F)c(F)c2F)cc(OC)c1OC
  -12 | 0.5 | 1 | -5 | -3 | -3 | 7 | -15 | 0
- O=C(NCc1ccc2c(c1)OCO2)C1CCN(S(=O)(=O)c2cccs2)CC1
  1 | 0.3 | 5 | -5 | -5 | 5 | 4 | 5 | 2

An unsorted share of the library. About 4.4% of those tested had a hit in this group.
